Rad51 HR inh: Rad51 (human) homologous recombination inhibition | AID 1385 | Q06609 | inhibition, % at 10 µM | 200,000 tested, 0.085% active | hRad51 DNA strand exchange, fluorescence dequenching;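 active = inhibition above 40% at the single screening dose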;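 also: 0% = DMSO control wells and 100% = blanks with heterologous ssDNA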
Target sequence (Q06609 whole entry, looked up): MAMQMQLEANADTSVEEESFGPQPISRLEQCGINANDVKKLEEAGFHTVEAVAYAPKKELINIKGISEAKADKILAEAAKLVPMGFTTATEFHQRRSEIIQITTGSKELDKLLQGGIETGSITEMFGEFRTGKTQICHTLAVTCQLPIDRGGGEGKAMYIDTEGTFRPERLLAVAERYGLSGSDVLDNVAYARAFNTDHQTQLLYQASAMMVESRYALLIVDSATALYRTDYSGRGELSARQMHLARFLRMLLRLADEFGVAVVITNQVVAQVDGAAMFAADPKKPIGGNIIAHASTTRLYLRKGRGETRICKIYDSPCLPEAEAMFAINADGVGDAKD
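System: human Rad51 nucleoprotein filaments preassembled on unlabelled ssDNA. Reagent: labelled 47-mer dsDNA for strand exchange. Schedule: 30-min compound preincubation and 15-min exchange, both room temperature. Measured by: FRET fluorescence dequenching, excitation 485 nm, emission 520 nm. Read-out: Fluorescence-based percent inhibition, control- and blank-normalised. Benchmarks: plate controls and plate blanks.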
KCC2 mod: modulates chloride dependent transport by human KCC2; Q9H2X9; KCC2 cells, thallium flux FluoZin-2 fluorescence; B-score of Tl+ flux slope (higher = more flux/activation; lower = inhibition) at 10 µM; 190,000 tested, 2.2% active;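 active = thallium flux slope and its plate-corrected score both differing from the plate sample mean at a set confidence after two filtering rounds, in either direction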;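 also: slope of fluorescence scaled to starting intensity during 10 to 20 s after thallium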
eIF4E-4G inh: blocks eIF4E binding to eIF4G. 220,000 tested, 0.37% active. inhibition, % at 21.7 µM. AID 782. P63073+Q04637. TR-FRET eIF4E-eIF4GI(517-606) binding, 2 h;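 also: 0% = full FRET control wells and 100% = background wells lacking eIF4GI fragment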
thrombin 1536: thrombin (human) inhibition; P00734; alpha-thrombin, Boc-VPR-AMC fluorogenic substrate cleavage; inhibition, % at 5 µM; 220,000 tested, 0.26% active; AID 1046;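 active = inhibition at or above 40%; inactive = inhibition below 40%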;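 also: 0% = enzyme with no compound and 100% = wells without enzyme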
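System – human alpha-thrombin protein · Reagent – Boc-VPR-AMC substrate, 15 µM final · Compound – 5 µM single dose in 0.2% DMSO · Schedule – reaction at room temperature · Technique – AMC fluorescence at 355 nm excitation and 460 nm emission · Read-out basis – % inhibition relative to enzyme controls and enzyme-free blanks · Control set – no-compound enzyme wells and no-enzyme blanks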
EBV gp42 block: blocks Epstein-Barr virus glycoprotein 42 binding | Q1HVG2 | inhibition, % (tested at 21.74 µM) | 220,000 tested, 0.42% active | Fluorescence polarization binding assay, mP read-out; in the data active = inhibition above about 50%
Furin inhibitor: inhibitors of human furin. inhibition, % at 30 µM. purified furin, fluorogenic substrate cleavage. AID 463115. 220,000 tested, 0.061% active; in the data active = inhibition above about 25%; also: inactives centre near -15
14-3-3 Bad PPI: disrupts binding of bovine 14-3-3 zeta to phospho-Bad peptide. P63103. TR-FRET 14-3-3zeta/Dy647-pBad peptide displacement, 1 h. inhibition, % at 21.7 µM. 220,000 tested, 0.71% active. AID 781;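 active = inhibition above about 70%, limit read from the data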;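 also: 0% = full 14-3-3 plus peptide FRET controls and 100% = background without 14-3-3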
Target sequence (P63103 whole entry, looked up): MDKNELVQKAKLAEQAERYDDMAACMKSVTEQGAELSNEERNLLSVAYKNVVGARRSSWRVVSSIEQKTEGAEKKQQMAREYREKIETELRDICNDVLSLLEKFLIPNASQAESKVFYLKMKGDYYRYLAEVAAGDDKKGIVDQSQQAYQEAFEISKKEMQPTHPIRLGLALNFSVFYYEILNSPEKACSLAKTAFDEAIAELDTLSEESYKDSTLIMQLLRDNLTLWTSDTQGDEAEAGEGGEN
KLK5 inh: blocks human kallikrein 5 protease activity. Q9Y337. recombinant hK5, fluorogenic AMC substrate cleavage. inhibition, % at 5 µM. 210,000 tested, 0.59% active. AID 873;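 active = inhibition of 40% or more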;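 also: 0% = enzyme controls without compound and 100% = no-enzyme blanks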
p47phox inh: p47phox (human) inhibition. P14598. p47phox/p22phox peptide binding, fluorescence polarization, 2 h. inhibition, % at 24.7 µM. 220,000 tested, 0.53% active. AID 1274;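 also: 0% = p47phox with labelled peptide and 100% = labelled peptide alone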
Target sequence (P14598 whole entry, looked up): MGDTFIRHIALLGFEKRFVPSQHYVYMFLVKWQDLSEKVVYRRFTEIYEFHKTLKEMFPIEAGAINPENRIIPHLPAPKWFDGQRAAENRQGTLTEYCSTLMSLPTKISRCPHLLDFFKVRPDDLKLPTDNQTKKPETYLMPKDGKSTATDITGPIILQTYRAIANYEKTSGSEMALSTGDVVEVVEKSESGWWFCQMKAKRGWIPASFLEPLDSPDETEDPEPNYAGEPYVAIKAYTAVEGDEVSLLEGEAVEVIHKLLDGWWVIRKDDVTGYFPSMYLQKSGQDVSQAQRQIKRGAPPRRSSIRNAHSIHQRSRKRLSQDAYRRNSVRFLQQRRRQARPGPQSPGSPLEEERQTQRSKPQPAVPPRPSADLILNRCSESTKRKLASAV
Active calls of the source: *; · = not tested or not shown; [ ] = dose if it differs, or a comment.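 The calls were made as follows, unless noted: active = inhibition above about 30% (limit read from the data); inactive = the rest.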

nr	Compound	eIF4E-4G inh	thrombin 1536	Rad51 HR inh	KCC2 mod	Furin inhibitor	p47phox inh	EBV gp42 block	KLK5 inh	14-3-3 Bad PPI
1	CCc1ccc(C2CC(c3ccccc3Cl)Nc3nc(N)nn32)cc1 (centres undefined)	3	-4	-3	0.27	-14	-7	-5	-4	-3
2	COC(=O)[C@@H]1CC[C@H](C)[C@@H](c2ccc(C)cc2)N1C(=O)c1ccc(/C=N/O[C@@H](C)c2cn([C@H](CO)Cc3ccccc3)nn2)cc1	-1	3	·	-0.34	-3	-22	-3	-6	-5
3	N#C/C(=C\c1ccc(-c2ccc([N+](=O)[O-])cc2)o1)C(=O)Nc1nc(-c2cccs2)cs1	31*	4	9	1.9	-6	-1	29	5	68
4	COc1cccc(Nc2nc(-c3sc(NC(=O)CC(C)C)nc3C)cs2)c1	2[fluorescence artefact?]	2	8	-0.42	-12[20 µM]	-26	-14	-12	19[fluorescence artefact?]
5	Cc1ccc(SCc2cc(=O)[nH]c(N3CCN(Cc4ccccc4)CC3)n2)cc1	7[fluorescence artefact?]	7	-2	-0.63	-13[20 µM]	-13	-19	-13	8
6	Cc1ccc(Oc2ccc(NC(=O)c3ccco3)cc2)cc1	3	4	2	-1.5	-19	-11	-12	5	-3
7	O=C(O)c1ccccc1-c1ccccc1C(=O)NCCCO	-3	5	-8	-0.15	-21[20 µM]	-6	-21	-18	2
8	Cn1c(-c2ccco2)n[nH]c1=S	-1	-8	5	-0.57	-19	-1	-6	-4	-2
9	Cc1cn(C)c(=O)n(C)c1=O	-2	3	0	0.13	-2	-2	-17	7	3
10	CC(C)C1Nc2c(O)cc(Cl)c([N+](=O)[O-])c2C2C=CCC21 (centres undefined)	-1	-13	13	-3.4	-24	0	-7	0	-14
11	CCOc1ccc(N2C(=O)CC(/C=C3/N(C)c4ccccc4C3(C)C)C2=O)cc1 (centres undefined)	-2	0	·	-0.44	-6[20 µM]	-30	-11	0	-21
12	Cc1sc2nc(COC(=O)c3cccc(OC(F)F)c3)[nH]c(=O)c2c1C	-2	-1	-2	0.85	-2	-7	-17	1	8
13	Nc1nn2cc(-c3ccccc3)nc2c2ccccc12	4	-12	-11	-1.8	-27	-18	12	6	2
14	N#C/C(=C\c1ccc([N+](=O)[O-])cc1)C(=O)Nc1ccccc1O	1	3	1	-0.045	-6	-19	-12	-16	-16
15	CCOc1ccccc1-n1c(SCC(=O)N(CC)CC)nnc1-c1ccccn1	2	-12	-2	0.89	-16	-9	-19	-12	-2
16	COc1cc(O)c2c(=O)c3c(OC)c(O)ccc3oc2c1	-1	-5	1	-0.43	-7	-13	3	-4	-3
17	Cc1ccc(NC(=O)CCC(=O)N/N=C/C=C/c2ccccc2)cc1	1	0	6	0.33	-30	-8	-6	-8	-14
18	O=C(CSc1nnc2ccccn12)Nc1ccc2c(c1)OCCO2	1	-3	·	0.65	-15	-8	2	·	4
19	O=C(Nc1ccc(Oc2ncccn2)cc1)c1ccco1	0	-2	-1	-0.17	-28	-12	-1	4	5
20	CCCCOC(=O)c1ccc(NC(=O)c2ccoc2C)cc1	-11	4	0	-0.013	-13[20 µM]	-21	-28	-23	-4
21	Cc1nc2ccc(NC(=S)N3CCN(c4ccccn4)CC3)cc2nc1C	-2	-3	-10	0.18	-13	-10	-18	2	-9
22	COc1ccccc1NC(=O)N1c2ccc(F)cc2CCC1C (centres undefined)	-2	-5	-3	0.52	-12[20 µM]	-10	-2	5	1
23	CCOc1cc(NC(=S)NCC2CCCO2)c(OCC)cc1NC(=O)C1CC1 (centres undefined)	-1	-2	-21	-0.045	-11	3	-11	0	-4
24	CCC(=O)Nc1nc2ccc3sc(C)nc3c2s1	-8	3	4	-0.046	-15	1	11	-13	-1
25	Cn1c(N)c(C(=O)COC(=O)c2cnc(Cl)c(Cl)c2)c(=O)n(C)c1=O	-2	-14	7	0.17	-16	-4	-11	-4	-7
26	CCOc1ccc(CN2CCN(Cc3cn(CC)nc3C)CC2CCO)cc1 (centres undefined)	-4	-12	5	0.05	-16	-5	-10	1	-10
27	O=C1C(Cl)=C(N2CCCCC2)C(=O)N1c1ccccc1Cl	5	-1	-6	-0.79	-11[20 µM]	-18	-11	2	-2
28	O=C1SCCC1NS(=O)(=O)c1ccccc1[N+](=O)[O-] (centres undefined)	2	-10	-48	-0.047	-27	-16	-12	5	-18
29	CC(C)CNC1=C(C(=S)Nc2ccccc2)C(=O)CC(C)(C)C1	0	-3	-6	-1.3	-2	-2	23	-5	-7
30	COC(=O)c1cc(OC)c(OC)cc1NC(=O)CSc1nnnn1Cc1ccccc1	-3	0	-8	0.081	-9[20 µM]	4	-7	6	6
31	Cc1cc(=O)n2nc(N3CCCC(C(=O)NCCCN4CCc5ccccc5C4)C3)sc2n1 (centres undefined)	1	1	·	-0.45	-20	-22	-20	-23	0
32	CCc1cc(=O)oc2cc(C)cc(OCc3nn[nH]n3)c12	3	-1	-1	-0.016	-17	-5	1	-17	-14[fluorescence artefact?]
33	CCC1(C)N=C(c2ccc3c(c2)OCO3)CC(c2ccccc2O)N1 (centres undefined)	4	-14	1	0.59	-19[20 µM]	-4	-14	-23	0
34	CC(=O)/C=C/c1ccc(C)o1	1	-8	20	-0.18	-29	-12	-5	7	-13
35	CCN(Cc1ccccc1)C(=O)COC(=O)c1cc(S(=O)(=O)Nc2c(C)n(C)n(-c3ccccc3)c2=O)ccc1C	-4	-4	8	-0.31	-21	1	-9	-31	0
36	CC(=O)Nc1ccc(N=NN2CCOCC2)cc1	1	5	5	-0.36	-12	2	10	-5	-14
37	COc1ccc(C2=NOC(CNC(=S)N3CCOCC3)C2)cc1 (centres undefined)	7	-4	-22	0.34	-11	8	-14	-12	0
38	Cc1c(NC(=O)C(C)OC(=O)CCc2ccccc2)c(=O)n(-c2ccccc2)n1C (centres undefined)	0	-3	6	-0.0083	-34	4	-11	-6	-11
39	O=C(CN1CCCCCCC1)Nc1ccc(Cl)cc1Cl	-1	-3	9	0.5	-26	-9	-16	-3	-8
40	Cc1ccc(S(=O)(=O)N2CCN(C3CCN(Cc4ccccc4)CC3)CC2)cc1	2[fluorescence artefact?]	0	2	-1.6	-10	-2	-9	-8	-4
41	COC(=O)CC1C(=O)NCCN1C(=O)c1sc2ccccc2c1Cl (centres undefined)	5	0	-1	0.71	1	-6	-22	2	2
42	COC(=O)N(NC(=O)C(O)(c1ccccc1)c1ccccc1)c1ccccc1	3	11	4	-0.59	-8	-2	-3	15	-2[fluorescence artefact?]
43	CCn1c(-c2csc(-c3ccccc3)n2)n[nH]c1=S	12	13	-4	2.2	-4[20 µM]	-11	-7	16	-7
44	COc1ccc(C(=O)OCC(=O)NC(=O)NC(C)C)cc1OC	-2	-6	22	0.37	-22	-14	-2	20	-5
45	O=C(CN1CCCc2ccccc21)NCCc1ccc(Cl)cc1	0	-5	-8	-0.79	3	-13	-8	1	-6
46	Cc1ccc(Cl)cc1N1CCN(C(=O)c2ccc(NS(=O)(=O)c3c(C)noc3C)cc2)CC1	1	-4	·	-1.5	-21	-1	-8	-9	11
47	COC(=O)N/N=C/c1c(C)nn(-c2cccc(Cl)c2)c1Cl	5	-6	-1	1.1	-17	1	0	-5	1[fluorescence artefact?]
48	COCCN1C(=O)Cc2c1nc(N)c1c(N)nc(N3CCN(c4ccc(F)cc4)CC3)c(C#N)c21	16	-7	-1	-1.4	-19	3	-19	-2	-18
49	Cc1cc(N2C(=O)C(O)=C(C(=O)c3ccco3)C2c2ccc(O)cc2)no1 (centres undefined)	-1	4	·	-0.24	-2	-20	-31	-12	31
50	CCc1ccc2[nH]c(=O)c(CN(CCCN3CCOCC3)C(=O)Nc3cccc(Cl)c3)cc2c1	2	2	0	1.3	-10	-22	12	7	1
51	O=C(Nc1ccc2nc(-c3ccccc3)oc2c1)c1ccco1	-6	-2	-7	·	-7	-13	-6	3	6[fluorescence artefact?]
52	Cc1ccc2cc(CN(C)C(=O)C3CCCO3)c(=O)[nH]c2c1 (centres undefined)	5	-4	-8	·	-23	-2	-18	-20	-4[fluorescence artefact?]
53	COc1ccc(C)cc1S(=O)(=O)n1ccnc1C	-1	2	-7	1.1	-5	-2	-4	20	9
54	O=C(c1ccc(CNS(=O)(=O)c2ccccc2)cc1)N1CCN(c2ccccn2)CC1	-1	-1	·	-0.45	-10	-6	-26	5	7
55	Cc1ccc(NN=Nc2nc3c([nH]2)c(=O)n(C)c(=O)n3C)cc1	25	-6	0	-2.9	-4	15	-8	-1	15[fluorescence artefact?]
56	Cn1c(C23CC4CC(CC(C4)C2)C3)n[nH]c1=S	7[fluorescence artefact?]	-9	-26	-0.41	-11	2	-14	-8	2
57	COc1ccc(NC(=O)C2CCN(S(C)(=O)=O)CC2)cc1Cl	6[fluorescence artefact?]	-6	1	·	-26[20 µM]	3	-9	-6	-5[fluorescence artefact?]
58	COc1ccc2nc(N3C(=O)CC(Cc4ccc(C)cc4)C3=O)sc2c1 (centres undefined)	0	0	0	-2	-7	-13	8	-22	-6
59	O=C(CN1C(=O)c2ccccc2C1=O)N1CCN(C2c3ccccc3-c3ccccc32)CC1	5	5	·	-0.39	-22	9	-14	1	-5
60	Cc1ccc(N=Cc2sc(O)c3ccccc23)cc1	·	-5	-55	·	1[20 µM]	-2	-36	0	·

Next part
nr	Compound	eIF4E-4G inh	thrombin 1536	Rad51 HR inh	KCC2 mod	Furin inhibitor	p47phox inh	EBV gp42 block	KLK5 inh	14-3-3 Bad PPI
61	O=C(Nc1ccccc1)N1CCN(Cc2ccc(Cl)cc2)CC1	-5	-9	8	-0.74	-23	-6	-6	-4	-8
62	CCOc1ccc(C(=O)Oc2ccc(NC(C)=O)cc2)cc1	3	-7	25	·	-11	-9	-17	-2	-6
63	O=C(CSc1nnc(-c2ccncc2)n1-c1ccccc1)N1CCN(c2ccc(Cl)cc2)CC1	-6	-1	·	0.89	-21[20 µM]	-9	-33	-8	8[fluorescence artefact?]
64	CCOc1ccc(NC(=O)CSc2nc3ccccc3c(=O)n2CCNC(C)=O)cc1	7	-2	12	0.84	-35	6	-7	-16	15
65	Cc1ccccc1NC1=NCC(c2ccc([N+](=O)[O-])cc2)S1 (centres undefined)	1	-3	-133	0.63	-30	10	8	-1	-5
66	Cc1ccc(C(=O)Nc2ccc([N+](=O)[O-])cn2)o1	-1	0	·	0.47	1	-15	-3	0	-2
67	Cc1cc2cc(CNS(=O)(=O)N(C)C)ccc2[nH]1	6	5	-6	0.2	-30	-6	-11	-5	1[fluorescence artefact?]
68	CCOC(=O)c1c(NC(=O)Nc2ccc(C)cc2)sc2c1CCN(C)C2	0	3	5	-0.19	-8	-24	-8	1	-6

Ordered by length of the SMILES (smallest number first): some entries from above
nr	Compound	eIF4E-4G inh	thrombin 1536	Rad51 HR inh	KCC2 mod	Furin inhibitor	p47phox inh	EBV gp42 block	KLK5 inh	14-3-3 Bad PPI
36	CC(=O)Nc1ccc(N=NN2CCOCC2)cc1	1	5	5	-0.36	-12	2	10	-5	-14
44	COc1ccc(C(=O)OCC(=O)NC(=O)NC(C)C)cc1OC	-2	-6	22	0.37	-22	-14	-2	20	-5
11	CCOc1ccc(N2C(=O)CC(/C=C3/N(C)c4ccccc4C3(C)C)C2=O)cc1 (centres undefined)	-2	0	·	-0.44	-6[20 µM]	-30	-11	0	-21

High-throughput results deposited in PubChem BioAssay by several laboratories.
